IL-1B inflam inh: inflammasome signaling inhibition, IL-1 beta readout; AID 743279; activity change, % at 57.5 µM; 360,000 tested, 4.7% active; THP-1 LPS/ATP IL-1B secretion, AlphaLISA, 16 h; stronger effect = lower value; in the data active = activity change below about -50%; inconclusive = mostly about -30% to -49%; also: % is scaled to controls: 0 for no effect and ±100 for the full control effect
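Secreted IL-1B measured by AlphaLISA bead assay after 16 h compound exposure of THP-1 cells; compounds (final up to 57.5 uM) added 1 h before LPS (250 ng/mL) and ATP (1.25 mM) stimulation; lower signal means less secretion.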
ATXN2 expr inh: reduces ATXN2 reporter expression in HEK-293 cells | HEK-293 ATXN2-luciferase reporter, luminescence, 24 h | Potency, µM (doses to about 57 µM), for inactives: top-dose activity change, negative = inhibition, hits mostly inhibitors | 360,000 tested, 0.72% active; also: potency is read from the fitted curve at half-maximal effect; % is scaled to controls: 0 for no effect and ±100 for the full control effect; nearly all actives have a fitted effect of over 55% in size
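ATXN2-luciferase reporter cells (luciferase flanked by upstream and downstream ATXN2 gene portions) were treated 24 h at 37 °C with compounds at up to 57 uM. SteadyGlo luminescence gave expression; GF-AFC fluorescence gave viability.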
SW480 rereplic: DNA re-replication induction in SW480 cells | Potency, µM (top dose mostly 46.1 µM), inactives show at the highest dose re-replication activation, usual class: activators | 340,000 tested, 1.8% active | SW480 DNA re-replication, Hoechst DNA content imaging, 48 h; also: potency is read from the fitted curve at half-maximal effect; % of control where 0% means no effect; nearly all actives have a fitted effect of over 55% in size
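Quantitative HTS format with DMSO vehicle controls; 48 hr drug incubation at 37 C, then 40 min Hoechst staining and scanning imager measurement at 405 nm excitation.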
MCF10A rerep: induces DNA re-replication in MCF 10a normal breast cells; MCF 10A DNA re-replication, Hoechst nuclear intensity, 48 h; Potency, µM (titrated, usually from 46.1 µM), for inactives: at the highest dose activity, positive = re-replication, actives largely listed as activators; 350,000 tested, 2.9% active; also: potency is read from the fitted curve at half-maximal effect; % of control where 0% means no effect; nearly all actives have a fitted effect of over 50% in size
KB-3-1 tox: kills parental KB-3-1 adenocarcinoma cells | KB-3-1 viability, CellTiter-Glo ATP luminescence, 72 h | Potency, µM (top dose mostly 46.1 µM), for inactives: top-dose activity change, negative = cytotoxic, actives largely listed as cytotoxic | 400,000 tested, 1.4% active; also: potency is read from the fitted curve at half-maximal effect; % is scaled to controls: 0 for no effect and ±100 for the full control effect; nearly all actives have a fitted effect of over 60% in size
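Viability of parental KB-3-1 cells, measured by CellTiter-Glo luminescence, followed a 72 h incubation at 37 °C with pinned compounds in phenol-red-free DMEM containing 10% FBS.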
ATXN viability: reduces viability in counter-screen for ATXN expression inhibitors; S2 cells (HEK-293 line with an ATXN2-luciferase reporter) viability, CellTiter-Fluor protease fluorescence, 24 h; Potency, µM (top dose mostly 56.7 µM), actives largely listed as cytotoxic; 400,000 tested, 0.49% active; AID 651635; also: potency is read from the fitted curve at half-maximal effect; nearly all actives have a fitted effect of over 40% in size
HT1080 IDH1KD tx: HT-1080 IDH1 knockdown cell toxicity (counter line); HT-1080 IDH1 knockdown viability, ATP luminescence, 48 h; Potency, µM (highest dose often 46.1 µM), inactives show at the top dose activity, negative = toxicity, hits mostly cytotoxic; 360,000 tested, 2% active;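 also: potency is read from the fitted curve at half-maximal effect; 0% = DMSO wells and -100% = cell-free medium wells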
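Cytotoxicity counter-line: IDH1KD HT-1080, 48 h, CellTiter-Glo. Curves classed by r2, magnitude and activity.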
HT1080-NT tox: kills 2HG-producing HT-1080-NT fibrosarcoma cells | 360,000 tested, 1.6% active | Potency, µM (titrated, usually from 46.1 µM), for inactives: top-dose activity, negative = less viability, usual class: cytotoxic | HT-1080-NT fibrosarcoma viability, CellTiter-Glo ATP luminescence, 48 h;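 also: NT is the 2HG producing partner of a matched IDH1 knockdown line; potency is read from the fitted curve at half-maximal effect; 0% = DMSO-treated cells and -100% = media-only wells without cells; nearly all actives have a fitted effect of over 55% in size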
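Viability of the 2HG-overproducing fibrosarcoma line after 48 hours of compound exposure at 37 degrees C was determined by luminescence with CellTiter-Glo, and concentration-effect curves were then fitted and categorized.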
HepG2 viability: HepG2 cytotoxicity, counter-screen for TGF-b inhibitors; 410,000 tested, 0.76% active; HepG2 CAGA-GFP viability, ATP luminescence, 18 h; Potency, µM (top dose mostly 46.1 µM), without a hit: at the highest dose activity change, negative = cytotoxicity, usual class: cytotoxic; also: potency is read from the fitted curve at half-maximal effect; some results filed as inactive show a strong effect at the top dose
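HepG2 CAGA-GFP cells (1000/well, DMEM with 1% FBS) received compound, then TGF-beta at 500 pg/mL final, and were incubated 18 hours at 37 degrees C. Viability was read by CellTiter-Glo luminescence. Media-only wells were set as complete cell-killing and DMSO as no toxicity.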
* marks the source's active call; other numbers are inactive results; i = inactive; ? = inconclusive; nt = no result given; [ ] = dose if it differs, or a comment. Unless noted, calls follow the shape of the dose curve; as a rule, active = well fitted curve in the direction sought with a large enough effect; inconclusive = small, poorly fitted or top-dose-only effect, or another doubt; inactive = no such curve, though single readings can be large; an effect the other way counts as inactive or inconclusive.

Molecule	IL-1B inflam inh	ATXN2 expr inh	SW480 rereplic	MCF10A rerep	KB-3-1 tox	ATXN viability	HT1080 IDH1KD tx	HT1080-NT tox	HepG2 viability
CCc1cc(C(=O)N/N=C/c2ccc(O)cc2O)c2ccccc2n1	131	?	?	12%	0%	i	?	?	-7%
CCC(=O)N1CCc2cc(Br)cc(S(=O)(=O)CCC(=O)NCCOC)c21	-3	0%	0%	5%	17%	i	3%	-2%	-3%
OCC1(CCc2ccccc2)CCN(Cc2cc(F)ccc2-n2cccn2)CC1	-1	nt	-17%	3%	-14%	i	0%	2%	-21%
CC(OC(=O)c1ccc(CN2CCCC2=O)cc1)C(=O)Nc1ccc(Cl)cc1 (stereo unspecified)	29	-21%	-2%	0%	-7%	?	-5%	-4%	-3%
CCOC(=O)C1CCN(c2cc3c(cc2NC(=O)c2ccc(Cl)cc2)n(C)c(=O)n3C)CC1	nt	3%	nt	nt	0%	i	nt	nt	-1%
O=c1cc(N2CCCCC2)c2ccccc2o1	4	3%	-7%	6%	-9%	i	-10%	-12%	3%
CCn1c(CNc2nc(-c3ccccc3)cs2)nnc1SCC(=O)NCc1ccco1	1	6%	-4%	14%	13%	i	11%	3%	6%
CS(=O)(=O)N1CCN(C(=O)c2ccc3c(c2)OCCO3)CC1	6	-17%	-18%	-3%	10%	i	8%	3%	11%
CN1/C(=C\C(=O)C[n+]2ccc3ccccc3c2)C(C)(C)c2ccccc21	-53*	0%	?	?	?	?	?	?	-20%
CCOC(=O)N/N=C(C)/C=C/c1ccco1	15	14%	-4%	0%	12%	i	27%	14%	-1%
O=c1cc(CSc2nnc(NC3CCCCC3)s2)nc2sccn12	38	0%	-4%	?	?	i	2%	-5%	-5%
CCOc1ccccc1NC(=O)Cn1nnc(C(=O)Nc2ccccc2Cl)c1N	10	7%	8%	?	-5%	i	-8%	-3%	-30%
COCCCn1c(C)cc(C(=O)COC(=O)CCc2nc3ccccc3c(=O)[nH]2)c1C	-76*	1%	?	0%	14%	i	-2%	10%	23%
O=C(CCN(CCO)Cc1ccccc1)Nc1ccc(Br)cc1	0	-6%	2%	18%	-3%	i	?	?	-7%
COc1ccccc1N1C(=O)c2cccc3c(C(=O)O)ccc(c23)C1=O	11	-5%	-10%	2%	-1%	i	13%	3%	-5%
CCC(Oc1ccccc1)C(=O)N(C)CC(=O)N(CC(C)C)c1c(N)n(CC(C)C)c(=O)[nH]c1=O (stereo unspecified)	2	-7%	-2%	5%	0%	i	-10%	-5%	-64%
O=C(CC1CCS(=O)(=O)C1)NC1CCCCC1 (stereo unspecified)	5	-10%	-6%	2%	10%	?	10%	23%	2%
CCC(C)NC(=O)C1c2ccccc2C(=O)N(c2ccc(OC)cc2)C1c1ccc(OC)cc1 (stereo unspecified)	38	-7%	1%	9%	4%	i	-8%	2%	-23%
CCC(=O)Nc1cccc(NC(=S)NC(=O)c2ccc(Cl)cc2Cl)c1	-22	13%	-3%	15%	?	i	-11%	-17%	1%
Cc1cc(C(=O)N/N=C/c2cccnc2)c2ccccc2n1	40	-15%	?	?	?	nt	?	?	-2%
COc1ccc(C)cc1N(C(=O)c1ccco1)C(C(=O)NC1CCCC1)c1cc(OC)c(OC)c(OC)c1 (stereo unspecified)	-3	-5%	-25%	-3%	0%	i	-13%	13%	6%
CSc1nc2ccccc2n1C(=O)NC1CCCCC1	28	4%	-7%	-5%	25%	i	18%	18%	3%
COc1ccc(CC(=O)Nc2ccc(/C(C)=N/NC(=O)c3ccc(OC)cc3OC)cc2)cc1	-19	9%	-3%	1%	12%	i	10%	24%	-2%
Cc1c2cc[n+](CCN3CCCCC3)cc2c(C)c2c1[nH]c1ccc(O)cc12	-12	-23%	11%	-4%	?	?	-17%	6%	-2%
CC1CN(/C(=N\S(=O)(=O)c2ccccc2)c2ccccc2)CC(C)O1 (stereo unspecified)	0	nt	-5%	19%	1%	i	11%	0%	-1%

(next part)
Molecule	IL-1B inflam inh	ATXN2 expr inh	SW480 rereplic	MCF10A rerep	KB-3-1 tox	ATXN viability	HT1080 IDH1KD tx	HT1080-NT tox	HepG2 viability
CN1C(=O)c2ccc(NC(=O)c3c(F)c(F)c(F)c(F)c3F)cc2C1=O	-4	5%	-5%	6%	-7%	i	13%	?	10%
O=C(c1[nH]c(C(F)(F)F)nc1-c1ccccc1)N1CCC2(CC1)C(=O)NCN2c1ccccc1	34	-3%	nt	nt	0%	i	1%	27%	-11%
CCOC(=O)c1c(C)[nH]c(C)c1C(=O)COC(=O)c1cc(OC)cc(OC)c1	-11	-11%	-108%[inhibitor]	1%	-1%	i	-18%	?	-3%
Cc1c(Br)cccc1NC(=O)C1(C)CCN1C(C)C (stereo unspecified)	-12	-9%	nt	nt	-2%	i	2%	-2%	-3%
Nc1[nH]c(C(=O)c2ccccc2)c(-c2ccccc2Br)c1C(=O)c1ccccc1	21	-21%	nt	nt	-6%	?	-28%	?	nt
Cc1cccc(OCCNC(=O)c2cccc(Oc3ccc(C(F)(F)F)cc3[N+](=O)[O-])c2)c1	15	-31%	3%	-2%	18µM*	i	-8%	-4%	3%
Clc1ccc(-c2cn3ncsc3n2)cc1	nt	11%	nt	nt	-12%	i	nt	nt	-12%
COc1ccc(C2CC(c3c(O)n(C4CCCCC4)c(=O)[nH]c3=O)=Nc3ccccc3S2)cc1 (stereo unspecified)	nt	4%	nt	nt	1%	i	nt	nt	9%
O=C(O)CSc1nnc(-c2ccccc2)o1	0	-19%	3%	6%	1%	i	5%	10%	-15%
COc1ccc(C2CC3(CC(C)(C)NC(=O)N3)Oc3cc(O)ccc32)cc1 (stereo unspecified)	13	nt	-11%	-1%	19%	nt	6%	4%	1%
COc1ccc(NC(=O)C2CCCN(S(=O)(=O)c3ccc(C)cc3)C2)cc1OC (stereo unspecified)	-5	-4%	-1%	1%	-6%	i	1%	-4%	-21%
Cc1ccc(S(=O)(=O)CC(=O)Nc2nnc(C(C)(C)C)s2)cc1	11	-12%	-1%	2%	-11%	i	2%	3%	9%
Cc1ccc(/C=C/C(=O)N2CCN(c3ccc(F)cc3)CC2)o1	0	-16%	-1%	?	?	i	0%	3%	-6%
Cn1c(=O)c2c(nc(N3CCOCC3)n2CCSc2ncccn2)n(C)c1=O	9	8%	-6%	-1%	0%	i	4%	11%	0%
Cc1cccc(-n2c(SCC(=O)c3c(N)n(C4CC4)c(=O)[nH]c3=O)nnc2N2CCOCC2)c1	-13	nt	1%	2%	-1%	i	5%	8%	15%
NS(=O)(=O)c1ccc(N=Nc2ccc(=O)[nH]c2O)cc1	26	-31%	-6%	0%	-3%	?	6%	12%	7%
CC(C)(C)c1ccc(-c2nc3cc(NC(=O)c4cccc(Br)c4)ccc3o2)cc1	nt	3%	nt	nt	3%	i	nt	nt	19%
Cc1nc2ccccc2n1CC(O)c1ccccc1 (stereo unspecified)	2	0%	-13%	-13%	15%	i	10%	4%	-14%
Cc1cc(C)cc(NC(=O)COC(=O)COc2cccc3c2OC(C)(C)C3)c1	14	4%	-1%	3%	?	?	1%	6%	-12%
COc1ccccc1CNC(=O)COC(=O)c1c(C)nn(-c2ccccc2)c1Cl	9	-2%	-9%	6%	-16%	i	0%	23%	22%
Cc1cc(C)c(NC(=O)c2ccc(S(=O)(=O)N3CCOCC3)cc2)c(C)c1	0	3%	0%	11%	-4%	i	9%	0%	-3%
CCOC(=O)c1cccc(NC(=O)CN(c2ccc(OC)cc2)S(=O)(=O)c2c(C)noc2C)c1	-14	1%	-2%	21%	-1%	i	2%	1%	-2%
Cc1ccc(C(=O)OCC(=O)NCc2cccs2)c(C)c1	21	22%	-4%	1%	7%	i	?	-5%	-1%
COCCCC1CCN(C(=O)C2CCC(=O)N(Cc3cccc(F)c3)C2)CC1 (stereo unspecified)	14	10%	5%	6%	0%	i	19%	18%	-1%
COC(=O)COc1ccc(C)cc1-n1nc2ccccc2n1	6	-1%	-2%	-23%	-8%	i	-10%	-2%	11%

(next part)
Molecule	IL-1B inflam inh	ATXN2 expr inh	SW480 rereplic	MCF10A rerep	KB-3-1 tox	ATXN viability	HT1080 IDH1KD tx	HT1080-NT tox	HepG2 viability
CCOc1ccc(NC(=O)CSc2nccn2C)cc1	-12	38%[activator]	-6%	3%	2%	i	15%	5%	10%
COc1ccc([C@H](C)NC[C@H](O)c2ccc(O)c(NC=O)c2)cc1	-21	-4%	-23%	-27%	0%	i	-3%	20%	2%
Cc1ccc(S(=O)(=O)N(CC(=O)N/N=C/c2cccc3c2OCCO3)c2ccccc2F)cc1	5	-4%	23%	?	0%	i	?	?	6%
C=CCn1c(CSc2ccccc2[N+](=O)[O-])n[nH]c1=S	42	11%	-4%	0%	-8%	i	-1%	6%	-6%
CCNC(=O)COc1cccc2ccccc12	14	6%	-9%	1%	13%	?	11%	9%	5%
COc1cccc2c1OC1(C)CC2NC(=O)N1Cc1ccccc1 (stereo unspecified)	?	5%	3%	1%	-10%	i	-5%	-6%	-2%
NS(=O)(=O)c1ccc(CCNC(=O)c2ccc3nc(Cc4ccccc4)oc3c2)cc1	nt	-28%	nt	nt	-6%	?	nt	nt	-2%

Some entries already given with just HepG2 viability:
SMILES	HepG2 viability
COc1cccc2c1OC1(C)CC2NC(=O)N1Cc1ccccc1 (stereo unspecified)	-2%
COc1ccc([C@H](C)NC[C@H](O)c2ccc(O)c(NC=O)c2)cc1	2%
CCNC(=O)COc1cccc2ccccc12	5%
